PGC1a acetyl inh – inhibitors of PGC1a acetylation signal, primary screen, cell-based, U2OS, AlphaScreen, inhibitor mode. 0.17% of 350,000 active. AID 651687, 2012. AlphaScreen anti-acetyl-lysine; with virally co-expressed GCN5 acetyltransferase. inhibition, % at 15.6 µM;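 active = every replicate shows inhibition of at least 40%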;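 note: 0% = neutral control wells and 100% = positive control wells; some results beyond the cut were filed as inactive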
ERAP1 HTS inh – human ERAP1 aminopeptidase inhibitors, primary screen, biochemical, single point, plate reader. Endoplasmic reticulum aminopeptidase 1 (Homo sapiens), Q9NZ08. inhibition, % at 10.7 µM. 0.15% of 340,000 active. recombinant ERAP1, Leu-AMC fluorescence, 60 min;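 active = mean replicate inhibition of at least 30%, or all replicates individually reaching that 30% level; inactive = mean below 30% and not every replicate reaching it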;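 note: 0% = neutral control wells and 100% = L-leucinethiol positive control wells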
Target sequence (Q9NZ08 whole entry, looked up): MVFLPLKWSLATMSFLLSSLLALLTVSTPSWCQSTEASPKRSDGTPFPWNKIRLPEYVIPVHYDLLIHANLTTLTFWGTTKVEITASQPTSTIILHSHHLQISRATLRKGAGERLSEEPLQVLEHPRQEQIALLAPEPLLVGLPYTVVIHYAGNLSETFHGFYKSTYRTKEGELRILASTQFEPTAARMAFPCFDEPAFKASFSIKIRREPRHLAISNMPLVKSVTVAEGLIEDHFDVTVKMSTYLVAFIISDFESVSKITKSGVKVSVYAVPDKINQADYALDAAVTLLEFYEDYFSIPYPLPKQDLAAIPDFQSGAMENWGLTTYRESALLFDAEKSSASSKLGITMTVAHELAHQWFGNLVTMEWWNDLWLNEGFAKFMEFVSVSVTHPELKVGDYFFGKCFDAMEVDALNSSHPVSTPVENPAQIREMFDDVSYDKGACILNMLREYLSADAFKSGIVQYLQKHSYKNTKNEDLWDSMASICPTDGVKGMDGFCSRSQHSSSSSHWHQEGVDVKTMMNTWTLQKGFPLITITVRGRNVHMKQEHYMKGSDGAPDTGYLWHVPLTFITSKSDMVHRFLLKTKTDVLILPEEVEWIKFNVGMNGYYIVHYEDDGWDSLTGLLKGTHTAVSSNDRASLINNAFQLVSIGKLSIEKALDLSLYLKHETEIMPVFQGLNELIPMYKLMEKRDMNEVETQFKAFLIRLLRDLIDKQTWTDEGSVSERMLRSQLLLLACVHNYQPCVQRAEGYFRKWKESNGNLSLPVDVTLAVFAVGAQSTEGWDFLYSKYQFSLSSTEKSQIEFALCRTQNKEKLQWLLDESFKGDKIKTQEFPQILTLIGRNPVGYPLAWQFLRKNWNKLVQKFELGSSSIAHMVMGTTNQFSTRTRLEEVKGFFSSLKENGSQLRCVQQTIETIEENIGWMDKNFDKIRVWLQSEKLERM
E-selectin induc – E-selectin induction in HUVECs, primary screen, imaging, HUVEC, immunofluorescence imaging, single point. P16581. normalized: neutral wells 0, TNF-alpha wells 100. activation, % at 7.58 µM. 0.37% of 260,000 active. AID 686992, 2013;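 active = mean E-selectin-positive cell signal at least 10% of the positive control, reached in at least 60% of replicates, without over 20% cell loss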;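 note: in these data hits start at about 27%; measured in HUVEC primary endothelial cells; signal is the percent of cells scored E-selectin positive by PE staining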
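Test system – human umbilical vein endothelial cells (HUVEC), E-selectin induction · Input – 3,000 HUVEC seeded per well · Buffer or medium – EGM-2, gelatin · Compound dosing – single-point compound dose · Detection – immunofluorescence imaging · Measure – percent E-selectin-positive cells · Controls – TNF-alpha high, DMSO low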
Cneo AK release – Cryptococcus neoformans cell lysis inducers, primary screen, AK release luminescence, single concentration | C. neoformans lysis, adenylate kinase release luminescence, 4 h; normalised: neutral wells 0, clomiphene wells 100 | lysis activity, % at 15 µM | 0.2% of 360,000 active;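 active = mean lysis activity across replicates of at least 80%, whatever share of replicates individually reach that level; inactive = mean lysis activity below 80%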
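Material – Cryptococcus neoformans yeast cells · Quantity – 5 × 10^6 yeast cells/mL · Buffer or medium – YPD medium · Compound – single dose · Timing – 4 h static compound exposure, 37 °C, read 1 h post-reagent · Signal – adenylate kinase release luminescence · Read-out basis – lysis from increased AK signal · Benchmarks – Clomiphene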
miR-122 sensor – miR-122 Renilla sensor signal increase in Huh7, primary screen, miR-122 inhibitor project, cell-based, single point, plate reader. activation (reporter increase), % at 12.5 µM. Huh7 miR-122 Renilla luciferase sensor, 48 h; neutral wells = 0, positive control = 100. AID 602342, 2012. 0.3% of 340,000 active;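 active = mean replicate activation score at least 90 and every replicate individually at or above 90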;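 note: higher luciferase means less miR-122 activity so hits act as miR-122 inhibitors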
RAD52 anneal inh – RAD52 DNA annealing inhibitors, primary screen, biochemical, FRET, single point, set 2; DNA repair protein RAD52 homolog (Homo sapiens), P43351; recombinant RAD52 DNA annealing, FRET fluorescence; inhibition, % at 18.7 µM; 0.46% of 360,000 active;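 active = every replicate showing at least 50% inhibition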
PglD inh – C. jejuni PglD acetyltransferase inhibitors, primary screen, biochemical, DTNB colorimetric, single point | UDP-N-acetylbacillosamine N-acetyltransferase PglD (Campylobacter jejuni) | purified PglD enzyme, DTNB colorimetric CoA detection | inhibition, % at 12.5 µM | 0.098% of 360,000 active; in the data active = inhibition above about 16%, passing the limit was not always enough; note: strong numbers were not always called active
RAD54 branch – inhibitors of human RAD54 branch migration, primary screen, biochemical, fluorescence, single point; DNA repair and recombination protein RAD54-like (Homo sapiens), Q92698; RAD54 Holliday junction branch migration, FAM/BHQ fluorescence; inhibition, % at 10.4 µM; 0.14% of 360,000 active;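 active = mean normalized replicate activity at least 40 and at least half of replicates scoring 40 or more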;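 note: 0% = median of neutral control wells and 100% = median of positive control wells; inhibitors cause a drop in the FAM fluorescence signal; in these data hits start at about 50%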
Active calls of the source: *; . = not tested or not shown; [ ] = another dose, or the depositor's remark. Compounds were not picked by outcome, and some 1.4% of all compounds hit somewhere here.

Preview, 2 compounds:
SMILES,miR-122 sensor,E-selectin induc,PGC1a acetyl inh,RAD54 branch,Cneo AK release,PglD inh,RAD52 anneal inh,ERAP1 HTS inh
CN(C)CC(=O)N[C@H]1CC[C@@H](CCNC(=O)C2CCCCC2)O[C@H]1CO,.,-0.4,0,1,49,4,-1,3
O=[N+]([O-])c1ccc(O)c(-c2nn[nH]n2)c1,-5,.,-2,-4,1,8,.,.

The list itself, repeating the preview:
SMILES,miR-122 sensor,E-selectin induc,PGC1a acetyl inh,RAD54 branch,Cneo AK release,PglD inh,RAD52 anneal inh,ERAP1 HTS inh
CN(C)CC(=O)N[C@H]1CC[C@@H](CCNC(=O)C2CCCCC2)O[C@H]1CO,.,-0.4,0,1,49,4,-1,3
O=[N+]([O-])c1ccc(O)c(-c2nn[nH]n2)c1,-5,.,-2,-4,1,8,.,.
COc1ccccc1Nc1nc(N)nc(CSC(=S)N2CC(C)CC(C)C2)n1 (stereo not given),2,.,.,-2,2,-4,.,.
Cn1nnc(NC(=O)c2ccco2)n1,-3,.,-10,-8,0,-2,.,.
O=C(CSc1nc2c(c(=O)n1-c1ccc(Cl)cc1)SCC2)Nc1ccc2c(c1)OCCO2,2,2.7,-12,-2,1,3,4,2
COc1ccccc1C(=O)O/N=C(\N)c1ccccc1Cl,-6,1.1,2,5,-1,7,-21,3
CCCCC1CCC(C(=O)Nc2ccc(N3CCOCC3)cc2N2CCOCC2)CC1 (stereo not given),.,.,-6,0,-1,3,2,-1
Cc1ccc(/C=N/NC(=O)c2nnn(-c3nonc3N)c2-c2cccs2)cc1,3,.,-3,-2,-6,-2,-8,-1
CCCS(=O)(=O)NCc1cn2c(C)csc2n1,1,0.0,-1,-6,-2,6,-11,0
CCc1nnc(NC(=O)CSc2nnc(COc3ccccc3)n2Cc2ccccc2)s1,0,.,10,-9,1,-5,.,.
CSc1ccc(C2Nc3cccc4cccc(c34)N2)cc1,.,.,.,4,-2,0,-2,0
C[C@H]1CN([C@@H](C)CO)S(=O)(=O)c2ccc(C#CC3CC3)cc2O[C@H]1CN(C)CC1CC1,-9[16.7 µM],0.9,-7,-2,3,-3,38,3
CCn1c(CNC(=O)c2ccc(Cl)cc2)nnc1SCC(=O)N1CCOCC1,0,-0.7,-5,-13,-1,-3,-5,-5
C[C@H](CO)N1C[C@H](C)[C@@H](CN(C)Cc2ccc(C(=O)O)cc2)OCCCC[C@H](C)Oc2ccc(NC(=O)Nc3ccc4c(c3)OCO4)cc2C1=O,7[16.7 µM],0.0,6,-2,-1,4,8,1
CC(C)C[C@H]1CNC(=S)N1CC1CCN(CC2CCC(C(C)(C)C)CC2)CC1 (stereo not given in full),3,.,2,-21,3,-16,-2,.
COc1ccc2c3c(n(C)c2c1)[C@@H](CO)NCC31CN(Cc2ccccc2Cl)C1,.,-0.2,-7,.,.,.,6,0
COc1cccc(-c2cnc3c(c2)C(=O)N([C@H](C)CO)C[C@@H](C)[C@H](CN(C)C(C)=O)O3)c1,3[16.7 µM],1.1,18,1,0,-3,-2,-1
CC1(C)CC(=O)C(C(c2ccco2)C2C(=O)CC(C)(C)CC2=O)C(=O)C1,1,.,0,-15,4,0,.,.
C[C@@H]1CN([C@H](C)CO)C(=O)c2cc(NC(=O)Nc3ccc4c(c3)OCO4)ccc2O[C@H]1CN(C)S(=O)(=O)c1ccccc1,4[16.7 µM],34*,3,1,48,1,-7,-3
CN(Cc1ccccc1)C(=O)c1cccc(NC(=O)Cc2ccc(NC(=O)C3CCCN(C(=O)C4CC4)C3)cc2)c1 (stereo not given),.,-2.9,.,-4,-1,2,-23,.
O=C(NCCCN1CCOCC1)c1ccc2c(=O)n(-c3ccc(F)c(Cl)c3)c(=S)[nH]c2c1,-4,0.1,-6,13,0,2,-8,2
N=c1c2c(ncn1CCN1CCOCC1)Oc1ccc3ccccc3c1C2c1ccccc1 (stereo not given),28,.,-1,8,-2,.,.,.
COC(=O)Nc1nn(-c2ccc(C)cc2)c(=O)c(C#N)c1C,.,0.7,1,.,.,.,-1,0
OCC1(CO)COC(/C=C/c2ccccc2)=N1,.,.,.,-2,1,3,-6,-2
COCCn1c(Cc2ccccc2)nnc1SCC(=O)N1CCCC1=O,-4,-0.1,7,-7,-1,0,-12,2
O=C(NCC1COc2ccccc2O1)C1CCCN(S(=O)(=O)c2cnc[nH]2)C1 (stereo not given),-14,.,2,-3,2,13,-25,-3
CCC(=O)N1CC(=O)N2[C@H](CO)[C@H](c3ccc(C#Cc4cccc(F)c4)cc3)[C@H]2C1,.,-0.4,5,.,.,.,-6,2
COc1ccccc1CNc1nc(NCc2ccc(C(C)C)cc2)c2sccc2n1,-4,0.0,0,-5,6,4,-11,0
O=C(C[C@H]1CC[C@@H](NS(=O)(=O)c2ccc(F)cc2)[C@H](CO)O1)NC1CCC1,.,0.0,-1,-2,-2,-4,13,-1
CN(C(=O)c1ccc(NC(=O)Cc2cccc(NC(=O)C3CCN(C(=O)c4ccccc4)CC3)c2)cc1)C1CCCC1,-3,0.0,20,-3,0,-2,-8,-1
Oc1ccc2nc(Cc3ccccc3)[nH]c2c1,4,.,8,-3,1,-2,.,.
CCOC(=O)C1C(=O)NCC2CCCC21 (stereo not given),0,.,-3,-2,4,1,.,.
COc1ccc(S(=O)(=O)N2CCC(C)CC2)cc1OC,1,.,-12,-7,0,0,-11,-2
CC(C)OCCCNC(=O)C1CCC(CNS(=O)(=O)c2ccccc2)CC1 (stereo not given),-4,-0.6,.,-6,0,2,.,.
Cc1ccc(/C=N/n2cnc3sc(-c4ccccc4)cc3c2=O)o1,1,.,16,-2,-1,-2,.,.
CCOc1ccc(OCc2ccc(C(=O)Nc3ccc(Cl)cn3)o2)cc1,-2,.,6,1,-3,0,-18,-2
Cc1ccc(S(=O)(=O)Nc2ccccc2F)cc1C(=O)N1CCN(c2ccccc2O)CC1,.,-0.4,-4,.,.,.,-2,-2
O=C(O)c1cccc(S(=O)(=O)NCc2cccs2)c1,-3,.,.,-13,4,2,.,.
Cn1c(CCN2CCCCC2)nc2cc(NC(=O)COc3ccc(Cl)cc3)ccc21,-1,3.8,11,2,-1,3,10,-7
CNC[C@@H]1OCCCC[C@H](C)Oc2ccc(NS(=O)(=O)c3cccs3)cc2C(=O)N([C@@H](C)CO)C[C@@H]1C,8[16.7 µM],-0.1,1,2,-4,11,-10,1
CSc1ccc(Cl)c(C(=O)NCCCn2ccnc2)c1,3,-0.3,-2,5,1,-3,-16,2
O=C(C1=C(O)C(=O)N(CCN2CCOCC2)C1c1cccc(Br)c1)c1cccs1 (stereo not given),0,-0.1,1,-4,-2,0,17,5
CO[C@@H]1CN(C)C(=O)c2ccc(NC(C)=O)cc2OC[C@@H](C)N(Cc2ccccc2C(=O)O)C[C@H]1C,8[16.7 µM],3.4,2,6,-3,3,11,-2
CC(C)c1csc(CN2CCCC(CNC(=O)c3cccc4ccccc34)C2)n1 (stereo not given),-2,1.0,-12,-4,-4,6,-30,-2
COCC(=O)Nc1ccc2c(c1)OC[C@H](C)N(C(=O)c1ccncc1)C[C@H](C)[C@H](OC)CN(C)C2=O,-21[16.7 µM],-0.2,-8,-2,-1,-2,-9,-1
COc1ccccc1OCc1nnc(SCC(=O)N2CCCC2)o1,3,-0.2,.,.,.,.,2,1
C[C@H]1CN([C@@H](C)CO)C(=O)c2cc(C#CC3CC3)cnc2O[C@H]1CN(C)Cc1ccncc1,-1[16.7 µM],-0.4,-6,9,-2,1,-11,-3
CCC1Oc2ccc(C)cc2N(CC(=O)NCCN2CCOCC2)C1=O (stereo not given),1,.,6,-7,7,-2,-8,-4
Nn1c(SCC(=O)Nc2cc(S(=O)(=O)N3CCOCC3)ccc2Cl)nnc1-c1cccnc1,3,-0.1,-4,6,-2,5,-14,0
CCOC(=O)CCNC(=O)N1CCC(CCOc2ccccc2)(C(=O)OCC)CC1,-3,0.3,.,13,0,4,4,3

Additional results.
SMILES,miR-122 sensor,E-selectin induc,PGC1a acetyl inh,RAD54 branch,Cneo AK release,PglD inh,RAD52 anneal inh,ERAP1 HTS inh
CN(C)C(=O)c1cccc(-c2ccc([C@@H]3[C@@H](CO)N4C(=O)CN(C(=O)Cc5ccccc5)C[C@@H]34)cc2)c1,.,0.0,7,.,.,.,-1,-1
COC(=O)CSc1nnc(-c2ccccc2OC)n1-c1ccc(C)cc1,12,.,-6,-2,9,3,.,.
COc1ccc(NC(=O)Nc2ccc3c(c2)[C@H]2C[C@H](CC(=O)NCC(F)(F)F)O[C@@H](CO)[C@H]2O3)cc1,-1[16.7 µM],-0.3,3,-5,58,0,14,0
NC(Cc1ccccc1)c1csc(Nc2ccc(C(=O)c3ccccc3)cc2)n1 (stereo not given),-5,.,2,7,1,-5,-74,-2
O=S1(=O)C[C@H](N2CCC[C@@H]2CO)[C@@H](COCc2ccccc2)N1,1,8.2,2,-2,5,1,-23,.
O=C(CCOc1ccccc1)N1CCN(S(=O)(=O)c2ccccc2F)CC1,7,-1.7,-2,-8,0,-1,-5,3
O=C(C[C@@H]1CC[C@H]2[C@@H](COC[C@H](O)CN2C(=O)c2ccccc2F)O1)N1CCCCC1,-1[16.7 µM],0.0,1,-4,1,-3,-17,0
COc1cc(S(=O)(=O)NCc2ccncc2)c(OC)cc1Br,.,-1.0,.,5,17,0,-4,-3
CCOC(=O)C(Cc1cc(C(C)=O)ccc1OC(C)C)C(=O)OCC,1,.,-28,-3,-5,4,.,.
O=C(COC(=O)C1=COCCO1)Nc1ccc(F)c(F)c1,.,1.4,.,5,-2,-6,-13,0
Cc1ccc(S(=O)(=O)NCCC(=O)Nc2ccc(C)c(Cl)c2)cc1C,8,3.7,-4,-10,1,5,-6,-3
CCC(=O)Nc1ccc2c(c1)C(=O)N(C)C[C@@H](OC)[C@@H](C)CN(C(=O)c1ccccc1F)[C@H](C)CO2,-1[16.7 µM],-0.2,1,-8,0,-4,7,2
Cc1ccc(S(=O)(=O)Nc2ccccc2C(=O)Nc2nc(-c3ccc(F)cc3)cs2)cc1,-1,.,6,-2,-1,2,-10,0
Cc1ccc(C(O)(COC(=O)C(C)C)COC(=O)C(C)C)c(O)c1,-4,.,5,-8,0,-2,-2,-2
O=C(CNC(=O)N1CC(=O)Nc2ccccc21)NCc1ccccc1Cl,3,.,1,1,10,-6,4,0
Cc1ccc(NS(=O)(=O)N2CCCCC2)cc1,1,-0.1,7,.,.,.,-9,0
CS(=O)(=O)N(Cc1ccccc1)c1ccccc1C(=O)Nc1ccccc1C(=O)NCc1ccco1,0,.,-45,-7,-1,7,-17,2
C1=CC2CCC1ON2c1ccccc1 (stereo not given),-8,.,-14,-11,2,-7,.,.
CCCCC1(CC(=O)OCC)SCCN1C(N)=O (stereo not given),-3,0.0,-2,-3,3,-4,1,-1

From PubChem BioAssay
